# M1 PAM: human CHRM1 positive allosteric modulation; CHO-K1 hM1, Fluo-8 calcium fluorescence, ACh EC20; 0% = ACh EC20, 100% = maximal ACh; activation, % at 3 µM; actives 0.088% (n = 360,000); AID 588819; in the data active means activation above about 19%, passing the limit was not always enough
# Target sequence (P11229 whole entry, looked up): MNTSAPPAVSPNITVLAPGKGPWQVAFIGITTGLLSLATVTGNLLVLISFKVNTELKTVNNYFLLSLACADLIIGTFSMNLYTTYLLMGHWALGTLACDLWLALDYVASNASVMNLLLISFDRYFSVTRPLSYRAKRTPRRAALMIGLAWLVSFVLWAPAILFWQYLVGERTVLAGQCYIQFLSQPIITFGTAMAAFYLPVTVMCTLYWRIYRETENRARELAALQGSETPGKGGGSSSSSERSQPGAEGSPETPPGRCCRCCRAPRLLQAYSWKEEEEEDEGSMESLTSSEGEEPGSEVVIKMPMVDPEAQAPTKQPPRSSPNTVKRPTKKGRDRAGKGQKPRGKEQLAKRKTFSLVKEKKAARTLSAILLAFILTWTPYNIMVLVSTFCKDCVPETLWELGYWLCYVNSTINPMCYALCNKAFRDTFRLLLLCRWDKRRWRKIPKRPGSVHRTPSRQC
# TAAR1 ag: human TAAR1 agonism; AID 624467; activation, % at 3 µM; actives 0.99% (n = 360,000); CHO RD-HGA16 TAAR1, Fluo-8 calcium fluorescence; vehicle wells 0%, saturating PEA agonist 100%; Q96RJ0;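 active means activation above the mean activation of all test compounds in the run plus 3 SD, cut at about 38% in these data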
# Target sequence (Q96RJ0 whole entry, looked up): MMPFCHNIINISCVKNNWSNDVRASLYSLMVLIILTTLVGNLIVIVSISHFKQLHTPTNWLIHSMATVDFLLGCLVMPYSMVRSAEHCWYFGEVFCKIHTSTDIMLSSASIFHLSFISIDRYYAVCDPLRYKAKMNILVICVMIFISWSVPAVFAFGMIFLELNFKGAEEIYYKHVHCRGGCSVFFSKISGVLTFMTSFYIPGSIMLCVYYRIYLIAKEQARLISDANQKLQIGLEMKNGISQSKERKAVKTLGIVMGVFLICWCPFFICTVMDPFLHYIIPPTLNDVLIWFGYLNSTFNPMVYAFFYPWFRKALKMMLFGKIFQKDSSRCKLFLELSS
#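 Test system: RD-HGA16 (CHO) cells co-expressing Gα16 and hTAAR1 | Doses: Single dose, 3 µM | Schedule: 17-24 h seeding, 75 min 37 °C dye, 30 min RT | Evaluation: % activation from peak over basal fluorescence ratio, DMSO-to-PEA scaled | Technique: Kinetic Fluo-8 calcium fluorescence | Benchmarks: Low control DMSO, high control PEA (EC100)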
# TAAR1 antagonist: human TAAR1 antagonism | Q96RJ0 | CHO RD-HGA16 TAAR1, Fluo-8 calcium fluorescence, antagonist | inhibition, % at 3 µM | actives 1.5% (n = 360,000) | AID 624466;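 active means inhibition above a per-plate cutoff, the mean inhibition of test compounds on that plate plus 3 SD, cut at about 49% in these data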;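 further: 0% = DMSO plus EC80 beta-PEA response and 100% = DMSO alone without agonist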
#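 Test system: hTAAR1-expressing CHO RD-HGA16 cells, Gα16-coupled; Probe or stimulus: EC80 β-phenethylamine stimulus; Compound dosing: single nominal final test compound concentration of 3 µM; Timing: 140 s kinetic read after compound, 140 s after agonist; Signal: Fluo-8 calcium-sensitive fluorescence; Measure: % inhibition of agonist calcium response; Controls: DMSO and EC80 PEA controls.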
# M1 antag: human CHRM1 antagonism; AID 588852; CHO-K1 hM1, Fluo-8 calcium fluorescence, ACh EC80 antagonist; actives 1.3% (n = 360,000); P11229; inhibition, % at 3 µM;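 active means percent inhibition above its own plate's cutoff, namely the mean of that plate's compound wells plus 3 SD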;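 further: peak over basal fluorescence ratio during 140 s after agonist addition; 0% = ACh EC80 plus DMSO and 100% = DMSO alone without agonist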
# CHO parental Ca: counter-screen for OX1R antagonists: effect in parental CHO cells. parental CHO-K1, ATP-induced calcium, Fluo-8 fluorescence. actives 0.63% (n = 330,000). AID 463079. inhibition, % at 5.6 µM;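 active means inhibition above that plate's mean sample inhibition plus 3 SD, cut at about 26% in these data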;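 further: 0% = ATP-challenged DMSO wells and 100% = DMSO wells without ATP; some compounds past the cut are filed as inactive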
#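 Material: parental CHO cells / Compound: single nominal dose of 5.6 µM per compound / Signal: Fluo-8 fluorescence / Replicates: singlicate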
# CHO-K1 Ca PAM: M1 PAM counterscreen hit in parental CHO-K1 cells; ATP EC20, Fluo-8 calcium fluorescence; 0% at ATP EC20, 100% at ATP max; activation, % at 3 µM; actives 0.02% (n = 360,000); AID 602247;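 active means activation above the run cutoff, the mean activation of all test compounds plus 3 SD, cut at about 40% in these data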;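 further: peak over basal fluorescence ratio in a 140 s read after ATP addition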
# M1 ag parental: nonselective activator or artifact in parental CHO-K1 cells; AID 602248; actives 0.48% (n = 360,000); activation, % at 3 µM; Fluo-8 calcium fluorescence; scaled to maximal ATP response, vehicle zero; in the data active means activation above about 15%;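 further: untransfected CHO-K1 host cells lacking M1 receptor as counterscreen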
# CHO-K1 Ca antag: nonselective inhibitor or artifact in parental CHO-K1 cells. inhibition, % at 3 µM. actives 0.6% (n = 360,000). ATP-induced calcium, Fluo-8 fluorescence;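 active means inhibition above a per-plate cutoff, the plate's mean sample inhibition plus 3 SD, cut at about 24% in these data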;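 further: 0% = DMSO plus EC80 ATP and 100% = DMSO alone without ATP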
# M1 ag: activates human CHRM1 receptor; P11229; CHO-K1 hM1, Fluo-8 calcium fluorescence, agonist mode; 0% DMSO, 100% acetylcholine EC100; activation, % at 3 µM; actives 0.33% (n = 360,000); AID 588814;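 active means activation above the run's mean compound activation plus 3 SD, cut at about 16% in these data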;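 further: peak over basal fluorescence ratio within a 140 s kinetic read after compound addition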
# * marks the source's active call; other numbers are inactive results; . = no result given.
SMILES,M1 PAM,TAAR1 ag,TAAR1 antagonist,M1 antag,CHO parental Ca,CHO-K1 Ca PAM,M1 ag parental,CHO-K1 Ca antag,M1 ag
O=C1C=C(Nc2ccccc2O)c2ccccc2C1=O,-4,2,-7,12,-9,10,1.2,-19,1
CCOC(=O)CSc1nc2cc3c(cc2cc1C#N)OCO3,-1,-1,2,-22,-6,12,0.4,-14,-6
CCOc1ccccc1NS(=O)(=O)c1ccc2c(c1)N(C)CCO2,9,4,15,2,-1,-7,5.1,-3,3
COCCn1nnnc1C(c1ccc(O)c(OC)c1)N1CCc2ccccc2C1 (stereo not drawn),2,86*,84*,-1,-8,9,1.9,-14,-3
O=C(OCc1nc2ccccc2[n+]([O-])c1C(=O)c1ccccc1)c1cccs1,3,0,13,0,-17,35,1.4,-11,-6
Cc1cccc(CN(C)C[C@H]2OCc3cnnn3CCCC(=O)N([C@H](C)CO)C[C@@H]2C)c1,2,1,-20,-11,.,8,0.5,-3,-8
N/C(=N\OC(=O)C1CCCCC1)c1cccc([N+](=O)[O-])c1,-3,.,.,4,0,24,2.7,-13,-4
Cc1ccc(CC2CC(=O)N(CCc3ccc4c(c3)OCO4)C2=O)cc1 (stereo not drawn),5,7,29,4,-4,2,0.6,5,-4
CC1=C(C(=O)OCC2CCCO2)C(c2ccc(C)cc2)C2=C(CCCC2=O)N1 (stereo not drawn),3,5,1,-6,-5,12,0.2,-17,-4
O=C(CSc1nn(-c2ccc(F)cc2)c(=S)s1)N1CCN(C(=O)c2ccco2)CC1,-3,1,9,-24,-12,1,0.8,-13,-3
CCc1c(C2(O)CCCCC2)[nH]c2ccc(C#N)cc12,-14,24,-5,9,16,14,5.8,-19,-6
CCOc1ccc(N(CC(=O)Nc2cccnc2)S(=O)(=O)c2ccc(C)cc2)cc1,2,1,23,-5,-27,0,-0.3,7,-2
CCCc1ncc(CN2CCCC(C(=O)Nc3ccc(-c4cccc(OC)c4)cc3)C2)cn1 (stereo not drawn),-5,12,12,8,-10,0,4.4,2,-2
Nc1cc(N)c(OCC(F)(F)F)cc1OCC(F)(F)F,13,.,.,-18,-18,15,0.3,-10,1
CCCCNC(=O)c1ccc2c(c1)N(CC)C(=O)CS2,4,7,-8,-12,-13,10,4.9,-7,-2
CCc1c(C)nc(N)nc1Cl,8,0,-15,-6,13,15,1.0,-14,-4
O=C(CCNC(=O)c1ccccc1Cl)Nc1ccc(Cl)c(C(F)(F)F)c1,-4,11,19,5,2,8,8.6,5,-1
N#C/C(=C\c1cccnc1)c1ccc(Br)cc1,2,5,-11,6,-23,2,2.0,-19,-6
NC(=O)c1cccc(Nc2nc(C(N)COCc3ccccc3)cs2)n1 (stereo not drawn),6,4,-33,-12,.,17,1.1,-3,-5
O=C(Nc1ccc(N2CCOCC2)cc1)C1CCN(C(=O)OCc2ccccc2)CC1,-2,5,8,-3,-5,4,0.9,-5,-2
COC(=O)C1CN(S(=O)(=O)c2ccccc2)CCN1S(=O)(=O)c1ccccc1 (stereo not drawn),6,10,6,1,-6,-4,0.8,9,-2
CC(C)NC(=O)C(=O)c1cn(C)c2ccccc12,4,-1,-26,-5,-3,-1,-0.2,-6,-3
COCCCn1c(C)nnc1-c1cnn(-c2ccccc2)c1N,4,0,-2,0,-11,9,0.9,-15,-1
C/C(=N\NC(=O)c1ccc(N/N=C(\C)c2ccc(O)cc2)cc1)c1ccc(O)cc1,-9,4,56*,19,2,15,2.8,-5,-3
CC(=O)Nc1ccc(CN2CCC(n3nccc3NC(=O)CCc3ccccc3)CC2)cc1,12,1,-5,-12,4,23,1.2,-18,-3

# Reformatted as tab-separated lines: entries from further up
mol	M1 PAM	TAAR1 ag	TAAR1 antagonist	M1 antag	CHO parental Ca	CHO-K1 Ca PAM	M1 ag parental	CHO-K1 Ca antag	M1 ag
CCc1c(C2(O)CCCCC2)[nH]c2ccc(C#N)cc12	-14	24	-5	9	16	14	5.8	-19	-6
CC1=C(C(=O)OCC2CCCO2)C(c2ccc(C)cc2)C2=C(CCCC2=O)N1 (stereo not drawn)	3	5	1	-6	-5	12	0.2	-17	-4
COCCCn1c(C)nnc1-c1cnn(-c2ccccc2)c1N	4	0	-2	0	-11	9	0.9	-15	-1
CCOC(=O)CSc1nc2cc3c(cc2cc1C#N)OCO3	-1	-1	2	-22	-6	12	0.4	-14	-6

# Other compounds.
SMILES,M1 PAM,TAAR1 ag,TAAR1 antagonist,M1 antag,CHO parental Ca,CHO-K1 Ca PAM,M1 ag parental,CHO-K1 Ca antag,M1 ag
COc1ccc(C23CC4CC(CC(C(=O)O)(C4)C2)C3)c(F)c1,13,1,-17,-10,4,4,0.5,-13,-4
CCOC(=O)C(NS(=O)(=O)c1ccc(C)cc1)(C(F)(F)F)P(=O)(OCC(C)C)OCC(C)C (stereo not drawn),-1,0,15,2,-15,25,0.3,-7,-6
Cc1cc(C)c(C#N)c(SCS(=O)Cc2ccc(Cl)cc2)n1 (stereo not drawn),5,4,8,-26,-5,-3,4.6,0,-4
CCOc1ccccc1N(CC(=O)NC(C)(C)C)C(=O)c1ccc(CN2CCOCC2)o1,8,1,-9,-3,-16,-5,-0.1,-2,0
O=C(Nc1ccccc1)N1CCC(C(=O)N(Cc2ccco2)Cc2cccs2)CC1,4,7,18,-6,-13,13,1.8,2,-5
Cc1ccc(N2CCN(C(=O)C3CCC(=O)N(Cc4ccc(Cl)cc4)C3)CC2)c(C)c1 (stereo not drawn),5,2,12,4,.,-22,2.3,-6,0
O=C(O)/C=C/C(=O)c1c(-c2ccccc2)[nH]c2ccccc12,2,2,-4,-9,4,16,0.0,-9,-4
Cc1cc(C)cc(N(CCC#N)C(=O)COC(=O)CCc2c[nH]c3ccccc23)c1,6,4,11,0,-17,20,3.4,5,1
N[C@@H](Cc1cc(I)c(O)c(I)c1)C(=O)O,11,6,-7,-18,-4,8,-0.1,-10,4
Nc1c(-c2ccccc2)c(CSc2nc3ccccc3[nH]2)nn1-c1cccc(C(=O)O)c1,7,-1,-12,0,5,4,-0.3,5,-4
O=C1C2C3C=CC(C4CC34)C2C(=O)N1/N=C/c1cccs1 (stereo not drawn),-15,1,5,11,-9,-8,0.5,4,-7
Nc1ncnc2nc(SCC(=O)N3CCN(c4ccccc4)CC3)[nH]c12,0,18,6,-3,-5,-4,0.6,7,-5
COc1ccc(NC(=O)C2CCN(S(=O)(=O)c3ccc(C)cc3)CC2)cc1OC,-3,6,0,5,-8,-4,4.7,12,-4
Cc1ccc(S(=O)(=O)N2CCC[C@H]2C(=O)OCC(=O)N2CCc3ccccc32)cc1,7,4,9,-17,-20,25,-0.6,-17,-4
COc1ccc(C)cc1-n1[nH]nnc1=S,0,3,7,2,0,0,0.9,4,-5
CN1CCN(C(=O)c2ccccc2[N+](=O)[O-])CC1,17,0,17,-22,-4,13,-0.3,-3,-8
O=C(O)CCC(NS(=O)(=O)c1ccc(N2CCCC2=O)cc1)C(=O)O (stereo not drawn),0,4,3,-11,-3,9,-0.1,-8,0
O=C(OCC(=O)N1CCN(c2ccccc2)CC1)c1ccccn1,9,10,-4,1,-7,4,0.8,12,4
CCOC(=O)c1ccc(N2C(=O)CC(Nc3ccc(O)cc3)C2=O)cc1 (stereo not drawn),8,4,-39,-8,-4,23,0.9,-11,-4
COc1cc(S(=O)(=O)N2CCn3cccc3C2C)ccc1NC(C)=O (stereo not drawn),7,6,-13,-2,-11,10,1.0,-15,-4
CCN1CCN(c2ccc(S(=O)(=O)N3CCOCC3)cc2NC(=O)c2ccccc2OC(F)F)CC1,4,4,15,-5,1,10,1.9,-8,20*
CCC(=O)NNc1cccc(Cl)n1,-2,1,-3,8,-1,-9,-0.2,8,-3
CC1(C)CC(=O)c2cc(C(=O)Nn3cnnc3)c(=O)n(-c3ccccc3)c2C1,9,3,-7,-7,-3,5,-0.2,-3,2
CC(=O)Nc1ccc(SCC(=O)N(C)CC(=O)Nc2ccccc2Cl)cc1,3,2,0,-10,-8,8,0.7,1,-2
CC(C)(C)NC(=O)NC(=O)COC(=O)C1=COCCO1,-2,2,-1,8,0,-8,-0.3,6,0

# Individual results from the entries so far.
# TAAR1 ag, CCN1CCN(c2ccc(S(=O)(=O)N3CCOCC3)cc2NC(=O)c2ccccc2OC(F)F)CC1 is entered as 4
# M1 antag, Cc1ccc(S(=O)(=O)N2CCC[C@H]2C(=O)OCC(=O)N2CCc3ccccc32)cc1 is entered as -17

# Carrying on.
SMILES,M1 PAM,TAAR1 ag,TAAR1 antagonist,M1 antag,CHO parental Ca,CHO-K1 Ca PAM,M1 ag parental,CHO-K1 Ca antag,M1 ag
CCCn1c(C(O)c2cccc(OC)c2)nc2ccccc21 (stereo not drawn),10,-1,-18,-14,.,20,0.7,-3,0
CC(=O)c1ccccc1NC(=O)CCN1C(=O)C2CCCCC2C1=O (stereo not drawn),13,3,-2,-20,-12,20,2.2,-18,-1
CCOC(=O)CSc1nnc(-c2ccncc2)o1,-5,4,-8,-14,9,16,0.9,-18,-1
CN(C)c1ccc(/C=N/NC(=O)c2ccc3nc[nH]c3c2)cc1,-9,2,21,26,4,0,4.6,4,1
CCCNC(=O)C(Cc1ccc(Cl)cc1)NC(=O)c1ccc(-c2ccccc2)cc1 (stereo not drawn),6,15,1,8,-19,5,-0.5,-7,-4
Brc1ccc(-c2cn3nc4c(nc3n2)CCCC4)cc1,8,7,-4,-11,-7,10,-0.2,-10,-3
CCn1nc(NC(=O)COC)c2cc3cc(C)ccc3nc21,14,0,-14,-15,-6,-3,0.8,-3,-3
CCCCn1c(O)c(N=Nc2ccccc2O)c2ccccc21,-4,17,36,6,28,13,2.5,-16,1
CCOC(=O)Cn1c(=O)oc2cc(S(=O)(=O)N3CCN(C(=O)OCC)CC3)ccc21,16,1,-3,-1,-2,-5,0.6,-5,7
COc1ccc(C2CC(c3ccccc3)=NN2C(=O)COC(=O)C2CC2)cc1 (stereo not drawn),4,3,-3,-4,-4,12,0.6,-4,-6
Cc1cccc(-c2noc(-c3ccccc3C(=O)NCc3ccco3)n2)c1,-3,16,52*,7,-32,12,4.7,-2,-3
CCN(CC)CCn1c(=N)n(CCOc2ccccc2)c2ccccc21,-18,4,-7,25,-4,-12,0.7,2,-14
Clc1ccc(-c2nc(N3CCCCC3)nc3ccccc23)cc1,5,2,3,-37,-20,15,-0.1,-9,-7
Cc1c(C(=O)O)cccc1-c1ccc(C=O)o1,2,1,-13,0,-3,21,1.0,-5,-4
O=C1CCc2cc(S(=O)(=O)N3CCN(C(=O)c4ccco4)CC3)ccc2N1,8,2,12,-8,-6,3,0.2,-12,-2
O=C(Nc1nnc([C@H]2C[C@H](O)[C@@H](CO)O2)s1)c1cccc(Oc2ccccc2)c1,9,2,9,0,.,-17,-0.3,25*,1
S=C(NCc1ccco1)Nc1ccc(Oc2ccc(Cl)cc2)cc1,-8,2,18,10,10,2,6.4,1,-1
CN(C)/C=N/c1cc(=O)n(C)c(=O)n1CC1CC1,7,1,7,0,5,-1,-0.1,-3,-2

# Screening results as filed in PubChem.
